# GLP1R cytotox: qHTS of GLP-1 Receptor Inverse Agonists: Cytotox Screen; Potency, µM (series often up to 38.3 µM), for the others: at the highest dose activity change, negative = inhibition, hits mostly inhibitors; hit rate 0.13% among 410,000; HEK293 cAMP-luciferase reporter cells, luminescence, 24 h; AID 624418, 2012;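 further: loss of luciferase light is scored as toxicity; potency means the concentration at half of the fitted maximal effect; on the % scale 0 is the no-effect control and ±100 the full control effect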
#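 Compound-treated cells are incubated 24 hr at 37 deg C under 5% CO2 after a 12 hour attachment period, then luciferase detection reagent is added and luminescence is measured following 12 min at room temperature; lowered signal indicates toxicity.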
# PI5P4Ka inh: qHTS for Inhibitors of phosphatidylinositol 5-phosphate 4-kinase (PI5P4K); max response, %; hit rate 1.2% among 330,000; AID 652105, 2013; PI5P4Kalpha enzyme, ADP-Glo luminescence, 60 min; hits give low values; active means max response of -50% or lower; inconclusive means between -30% and -50%; inactive means -30% or higher; further: value at the top dose of about 77 µM; on the % scale 0 is the no-effect control and ±100 the full control effect
# Target sequence (P48426 whole entry, looked up): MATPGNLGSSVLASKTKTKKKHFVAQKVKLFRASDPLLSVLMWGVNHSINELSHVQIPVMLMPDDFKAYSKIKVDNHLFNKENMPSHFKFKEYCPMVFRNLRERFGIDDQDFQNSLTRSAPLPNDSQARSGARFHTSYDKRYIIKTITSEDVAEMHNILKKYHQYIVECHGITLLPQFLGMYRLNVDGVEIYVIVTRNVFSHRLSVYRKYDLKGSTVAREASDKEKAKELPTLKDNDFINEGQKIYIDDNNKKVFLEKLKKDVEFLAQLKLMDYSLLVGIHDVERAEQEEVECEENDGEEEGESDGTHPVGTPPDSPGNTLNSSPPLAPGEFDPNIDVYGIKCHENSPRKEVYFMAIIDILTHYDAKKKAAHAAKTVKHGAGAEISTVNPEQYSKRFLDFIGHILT
#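 Quantitative HTS of the MLSMR library against PI5P4Kalpha with substrate. ATP added last at 5 microM final; room temperature, 60 minutes. Remaining ATP depleted, ADP converted and read as luminescence.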
# D3 ag: qHTS of D3 Dopamine Receptor Agonist: qHTS. D3R DiscoveRx beta-arrestin cells, luminescence, 90 min. max activation, %. D(3) dopamine receptor (Homo sapiens), P35462. hit rate 0.58% among 410,000. AID 652048, 2013; in the data active means max activation above about 30%; further: 0% is about no effect; mostly tested at two doses, the higher about 12 µM
#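 Agonist-mode cell screen: cells plated at 1500/well and incubated overnight at 37 °C, then exposed to library compounds for 90 min at 37 °C. Detection reagent was added for 30–60 min at room temperature, and luminescence was read.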
# IL2 activator: qHTS of IL-2 Activators; hit rate 0.065% among 360,000; IL-2 activation reporter assay, cell-based qHTS; stimulated with anti-CD3/CD4/CD28 beads; in transgenic mouse T cells; activation, % (series mostly up to about 46 µM); AID 652025, 2013; in the data active means activation above about 50%; inconclusive means mostly about 30% to 49%; further: 0% is about no effect
#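 EGFP and DsRed fluorescence is measured by plate cytometry in unstimulated transgenic mouse T cells exposed to compound for 60 minutes, then stimulated 18 hours at 37 degrees C with anti-CD3/anti-CD4 beads plus anti-CD28.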
# D3 antag: qHTS of D3 Dopamine Receptor Antagonist: qHTS; D3R cells, DiscoveRx beta-arrestin luminescence, antagonist mode; hits give low values; max response, negative = inhibition, %; hit rate 2.5% among 360,000; in the data active means max response below about -50%; inconclusive means no clear call, values can overlap the other calls; further: on the % scale 0 is the no-effect control and ±100 the full control effect; mostly tested at two doses, the higher about 12 µM
#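 Cells plated overnight at 1500 cells/well, then exposed to library compounds with dopamine controls for 90 minutes at 37 degrees C. DiscoveRx reagent added for 30–60 minutes at room temperature; luminescence read, quantitative HTS format.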
# GLP-1R inv ag: qHTS of GLP-1 Receptor Inverse Agonists (Inhibition Mode); hit rate 1.6% among 410,000; Potency, µM (top dose mostly 38.3 µM), inactives show at the highest dose activity change, negative = inhibition, actives largely listed as inhibitors; HEK293 GLP-1R CRE-luciferase, luminescence, 24 h; GLP-1R form is constitutively active; AID 624417, 2012; further: potency means the concentration at half of the fitted maximal effect; on the % scale 0 is the no-effect control and ±100 the full control effect; nearly all actives have a fitted effect of over 55% in size
# Target sequence (P43220 whole entry, looked up): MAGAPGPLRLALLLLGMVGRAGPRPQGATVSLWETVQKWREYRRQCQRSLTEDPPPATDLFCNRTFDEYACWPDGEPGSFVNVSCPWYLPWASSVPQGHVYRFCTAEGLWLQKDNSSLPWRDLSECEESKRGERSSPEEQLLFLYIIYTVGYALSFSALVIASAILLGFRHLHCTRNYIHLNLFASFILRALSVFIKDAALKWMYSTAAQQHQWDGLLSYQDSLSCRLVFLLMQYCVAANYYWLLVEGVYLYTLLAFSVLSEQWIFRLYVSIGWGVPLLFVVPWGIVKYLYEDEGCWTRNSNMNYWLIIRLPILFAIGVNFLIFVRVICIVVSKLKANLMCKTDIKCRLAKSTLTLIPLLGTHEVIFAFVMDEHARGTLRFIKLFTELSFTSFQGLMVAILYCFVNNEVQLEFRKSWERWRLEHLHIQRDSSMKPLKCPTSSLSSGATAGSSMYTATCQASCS
#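 Constitutively active GLP-1R drives a cAMP-responsive luciferase in stably transfected HEK293 cells; test compounds are added after overnight (12 h) attachment and left 24 hr, and signal loss in luminescence marks inhibition.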
# WRN helicase inh: qHTS for Inhibitors of WRN Helicase | hit rate 0.46% among 360,000 | Potency, µM (top dose mostly 114 µM), without a hit: at the highest dose activity change, negative = inhibition, hits mostly inhibitors | WRN helicase unwinding, fluorescent forked duplex, kinetic | Bifunctional 3'-5' exonuclease/ATP-dependent helicase WRN (Homo sapiens), Q14191 | AID 651768, 2012; further: potency means the concentration at half of the fitted maximal effect; on the % scale 0 is the no-effect control and ±100 the full control effect; nearly all actives have a fitted effect of over 55% in size
#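 Enzyme (20 nM final) and test compound sit together 15 min at room temperature before substrate addition. Substrate is a single-forked duplex oligonucleotide (100 nM) labelled with fluorophore and quencher, with 2 mM ATP; helicase unwinding raises red fluorescence, read kinetically.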
# PLK1 PBD inh: qHTS for Inhibitors of PLK1-PDB (polo-like kinase 1 - polo-box domain): Primary Screen | Serine/threonine-protein kinase PLK1 (Homo sapiens), P53350 | Plk1 PBD binding of FITC phosphopeptide, fluorescence polarization | Potency, µM, for inactives: max response, negative = inhibition, actives largely listed as inhibitors | hit rate 2.8% among 360,000 | AID 720504, 2013; further: potency means the concentration at half of the fitted maximal effect; series mostly up to about 57 µM; on the % scale 0 is the no-effect control and ±100 the full control effect; nearly all actives have a fitted effect of over 65% in size
# GLP-1R agonist: qHTS of GLP-1 Receptor Agonists; Glucagon-like peptide 1 receptor (Homo sapiens), P43220; HEK293 GLP-1R CRE-luciferase, luminescence, 4-6 h; cells express a hypersensitive GLP-1R form; Potency, µM (titrated, usually from 45.6 µM), inactives show at the highest dose activation, usual class: activators; hit rate 0.007% among 380,000; further: potency means the concentration at half of the fitted maximal effect; % of control where 0% means no effect
# The depositor's hits bear a star; ? = inconclusive; · = no result given; & = joins results of further samples; [ ] = another dose, or the depositor's remark. Unless noted, the call rests on the fitted dose curve; in most records, active means well fitted curve in the direction sought with a large enough effect; inconclusive means small, poorly fitted or top-dose-only effect, or another doubt; inactive means no such curve, though single readings can be large; an effect the other way counts as inactive or inconclusive.
# Letters – A = GLP1R cytotox; B = PI5P4Ka inh; C = D3 ag; D = IL2 activator; E = D3 antag; F = GLP-1R inv ag; G = WRN helicase inh; H = PLK1 PBD inh; I = GLP-1R agonist
1: O=C(CSc1nnc(Cc2cc(=O)[nH]c(=O)[nH]2)n1-c1ccc(Cl)cc1)NCC1CCCO1 (centres undefined)
  A: ? | B: · | C: 6 | D: -2.0 | E: -10 | F: -27% | G: -6%[57.1 µM] | H: -3% | I: -9%

2: O=C(NCCCN1CCCCC1)C1CCC(=O)N1CCc1ccccc1 (centres undefined)
  A: 55%[activator] | B: 3 | C: 3 | D: -0.4 | E: -14 | F: 7% | G: -4% | H: -8% | I: 1%

3: O=C1Nc2ccccc2O/C1=C\c1c(F)cccc1Cl
  A: -3% | B: -8 | C: 1 | D: -0.4 | E: -8 | F: -17% | G: 3% | H: -2% | I: -7%

4: COC(=O)c1cc(S(=O)(=O)N2CCN(c3ccc(C(C)=O)cc3)CC2)cn1C
  A: 0% | B: 1 | C: 1 | D: -0.5 | E: 23 | F: 23% | G: -3% | H: 5% | I: 6%

5: COc1ccc(S(=O)(=O)N2CCCCCC2)cc1N(C)S(=O)(=O)c1ccccc1
  A: 0% | B: 3 | C: -2 | D: -0.4 | E: -7 | F: ? | G: -9% | H: -1% | I: 18%

6: Cc1cccc(Cl)c1OCCCCn1ccnc1
  A: 10% | B: · | C: -14 | D: -2.0 | E: ? | F: 0% | G: -11% | H: -11% | I: 10%

7: CC(C)(C)CN1C(N)=NC[C@@H]1c1ccccc1
  A: -15% | B: -1 | C: 19 | D: 0.0 | E: 0 | F: 0% | G: 3% | H: -5% | I: 7%

8: O=C(O)c1ccccc1C(=O)N(c1ccccc1)c1ccccc1
  A: 15% | B: 3 | C: 1 | D: -0.3 | E: 0 | F: 0% | G: -4% | H: -12% | I: -5%

9: CC[C@]12c3[nH]c4ccccc4c3CCN1C(=O)C(CC(=O)NC/C=C(\C)CCC=C(C)C)C[C@@H]2C(=O)N1CCN(C(=O)c2ccco2)CC1 (some centres undefined)
  A: -7% | B: 11 | C: -42 | D: 0.9 | E: -8 | F: ? | G: -8% | H: -1% | I: 0%

10: O=C(c1cc(COc2c(F)cccc2F)on1)N(Cc1ccccc1)CC1CC1
  A: 5% | B: 11 | C: 5 | D: -2.8 | E: 1 | F: ? | G: -12% | H: 0% | I: 12%

11: CN(C)S(=O)(=O)c1ccc(Cl)c(NC(=O)COC(=O)CC(NC(N)=O)c2ccc(Cl)cc2)c1 (centres undefined)
  A: 3% | B: 1 | C: 0 | D: -0.1 | E: -6 | F: 2% | G: -2% | H: -5% | I: 3%

12: COc1ccc([C@H]2N[C@]3(CCCN(Cc4ccccc4)C3=O)[C@H]3C(=O)N(C)C(=O)[C@@H]23)cc1
  A: -3% | B: 6 | C: 2 | D: -1.6 | E: -2 | F: -2% | G: 8% | H: 4% | I: 1%

13: O=C(CNCc1ccc(Cl)cc1)N1CCc2ccccc2C1
  A: -5% | B: 2 | C: -13 | D: 1.0 | E: -24 | F: -2% | G: 7% | H: -9% | I: 7%

14: Cc1ccc(S(=O)(=O)N2CCOCC2)cc1NC(=O)Cn1cc(C(F)(F)F)cc(Cl)c1=O
  A: 0% | B: 8 | C: 3 | D: -0.1 | E: -2 | F: -8% | G: -5% | H: 3% | I: -4%

15: O=S(=O)(Nc1ccncc1Cl)c1ccccc1
  A: -7% | B: 0 | C: 3 | D: 0.2 | E: -17 | F: -20% | G: -4% | H: -8% | I: -6%

# Sorted by length of the SMILES (largest number first): 11 of the compounds above.
# Letters – A = GLP1R cytotox; B = PI5P4Ka inh; C = D3 ag; D = IL2 activator; E = D3 antag; F = GLP-1R inv ag; G = WRN helicase inh; H = PLK1 PBD inh; I = GLP-1R agonist
9: CC[C@]12c3[nH]c4ccccc4c3CCN1C(=O)C(CC(=O)NC/C=C(\C)CCC=C(C)C)C[C@@H]2C(=O)N1CCN(C(=O)c2ccco2)CC1 (some centres undefined)
  A: -7% | B: 11 | C: -42 | D: 0.9 | E: -8 | F: ? | G: -8% | H: -1% | I: 0%

12: COc1ccc([C@H]2N[C@]3(CCCN(Cc4ccccc4)C3=O)[C@H]3C(=O)N(C)C(=O)[C@@H]23)cc1
  A: -3% | B: 6 | C: 2 | D: -1.6 | E: -2 | F: -2% | G: 8% | H: 4% | I: 1%

11: CN(C)S(=O)(=O)c1ccc(Cl)c(NC(=O)COC(=O)CC(NC(N)=O)c2ccc(Cl)cc2)c1 (centres undefined)
  A: 3% | B: 1 | C: 0 | D: -0.1 | E: -6 | F: 2% | G: -2% | H: -5% | I: 3%

1: O=C(CSc1nnc(Cc2cc(=O)[nH]c(=O)[nH]2)n1-c1ccc(Cl)cc1)NCC1CCCO1 (centres undefined)
  A: ? | B: · | C: 6 | D: -2.0 | E: -10 | F: -27% | G: -6%[57.1 µM] | H: -3% | I: -9%

14: Cc1ccc(S(=O)(=O)N2CCOCC2)cc1NC(=O)Cn1cc(C(F)(F)F)cc(Cl)c1=O
  A: 0% | B: 8 | C: 3 | D: -0.1 | E: -2 | F: -8% | G: -5% | H: 3% | I: -4%

4: COC(=O)c1cc(S(=O)(=O)N2CCN(c3ccc(C(C)=O)cc3)CC2)cn1C
  A: 0% | B: 1 | C: 1 | D: -0.5 | E: 23 | F: 23% | G: -3% | H: 5% | I: 6%

5: COc1ccc(S(=O)(=O)N2CCCCCC2)cc1N(C)S(=O)(=O)c1ccccc1
  A: 0% | B: 3 | C: -2 | D: -0.4 | E: -7 | F: ? | G: -9% | H: -1% | I: 18%

10: O=C(c1cc(COc2c(F)cccc2F)on1)N(Cc1ccccc1)CC1CC1
  A: 5% | B: 11 | C: 5 | D: -2.8 | E: 1 | F: ? | G: -12% | H: 0% | I: 12%

8: O=C(O)c1ccccc1C(=O)N(c1ccccc1)c1ccccc1
  A: 15% | B: 3 | C: 1 | D: -0.3 | E: 0 | F: 0% | G: -4% | H: -12% | I: -5%

7: CC(C)(C)CN1C(N)=NC[C@@H]1c1ccccc1
  A: -15% | B: -1 | C: 19 | D: 0.0 | E: 0 | F: 0% | G: 3% | H: -5% | I: 7%

15: O=S(=O)(Nc1ccncc1Cl)c1ccccc1
  A: -7% | B: 0 | C: 3 | D: 0.2 | E: -17 | F: -20% | G: -4% | H: -8% | I: -6%

# More entries.
# Letters – A = GLP1R cytotox; B = PI5P4Ka inh; C = D3 ag; D = IL2 activator; E = D3 antag; F = GLP-1R inv ag; G = WRN helicase inh; H = PLK1 PBD inh; I = GLP-1R agonist
16: COc1cccc(CNC(=O)CCNS(=O)(=O)c2ccc3c(c2)CC(C)N3C(C)=O)c1 (centres undefined)
  A: -1% | B: -7 | C: 0 | D: -2.3 | E: -2 | F: 3% | G: 8% | H: 27µM* | I: 0%

17: CC(=O)c1ccc(NC(=O)CC2Nc3cccc4cccc(c34)NC2=O)cc1 (centres undefined)
  A: -7%&7% | B: -54* | C: 0&3 | D: -1.6 | E: 11 | F: ? | G: -2% | H: -7% | I: -6%

18: Cc1ccc(C)c(N2CCN(C(=O)CN(C)S(=O)(=O)c3cnc[nH]3)CC2)c1
  A: 8% | B: -10 | C: -5 | D: 8.4 | E: 0 | F: 16% | G: -4% | H: -11% | I: -2%

19: CC(=O)Nc1ccc(S(=O)(=O)N2c3ccccc3NC(=O)CC2C)c(Cl)c1 (centres undefined)
  A: 12% | B: 5 | C: -4 | D: 2.9 | E: -6 | F: 23% | G: -5% | H: 1% | I: 4%

20: CCOC(=O)COc1ccc(C)cc1-c1ccno1
  A: -18% | B: 0 | C: 0 | D: -0.2 | E: 0 | F: -8% | G: -1% | H: 3% | I: -1%

21: O=C(O)CC(NC(=O)C12CC3CC(CC(C3)C1)C2)c1ccc(F)cc1 (centres undefined)
  A: -1% | B: -1 | C: 7 | D: 0.1 | E: 30 | F: -8% | G: -2% | H: 1% | I: -3%

22: CCc1ccc(/C=C2\Oc3cc(OS(C)(=O)=O)ccc3C2=O)cc1
  A: 12% | B: 3 | C: 4 | D: 0.4 | E: 0 | F: 0% | G: -5% | H: 4% | I: 0%

# Full records, looked up by structure. Order of screens: GLP1R cytotox | PI5P4Ka inh | D3 ag | IL2 activator | D3 antag | GLP-1R inv ag | WRN helicase inh | PLK1 PBD inh | GLP-1R agonist
# O=C(O)CC(NC(=O)C12CC3CC(CC(C3)C1)C2)c1ccc(F)cc1 (centres undefined) is entered as -1% | -1 | 7 | 0.1 | 30 | -8% | -2% | 1% | -3%
# Cc1ccc(C)c(N2CCN(C(=O)CN(C)S(=O)(=O)c3cnc[nH]3)CC2)c1 is entered as 8% | -10 | -5 | 8.4 | 0 | 16% | -4% | -11% | -2%
